# HSF1 activator – increases HSF-1 driven luciferase reporter signal; AID 504408; hit rate 1.7% among 300,000; NIH3T3-HGL HSF-1 luciferase reporter, MG132, 8 h; 100% = twice DMSO control signal; activation, % at 9 µM;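 active = mean replicate activation of at least 50% with a set share of replicates each reaching 50%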;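 note: 0% = median of the neutral control wells and 100% = twice that signal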
# HSF1 inhib – HSF1 inhibition; hit rate 0.77% among 300,000; AID 2098; activity change, negative = inhibition, % at 7.5 µM (by protocol); NIH3T3-HGL HSE-luciferase, MG132-induced, luminescence 8 h; active compounds read low;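 active = more than half of replicate wells show activity change below -50%, luminescence cut by over half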;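 note: luciferase reports HSF-1 transcriptional activity via heat shock element; 0% = median of DMSO wells and -100% = zero luminescence signal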
# AI-2 QS mod – Vibrio harveyi AI-2 quorum sensing modulation; Vibrio harveyi JMH597 AI-2 luminescence/OD600 ratio, 9 h; active compounds read low; strain lacks LuxN and CqsS sensors; 0 = neutral-control median; activity change, % at 7.5 µM; hit rate 0.4% among 300,000; AID 2094; in the data active = activity change below about -75%, passing the limit was not always enough;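 note: luminescence divided by OD600 gain over 9 h not by final OD600 alone; inactives centre near 13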
# HDAC3 inhib – human HDAC3 inhibition; recombinant HDAC3, fluorogenic peptide/trypsin coupled, fluorescence; O15379; inhibition, % at 8.3 µM; AID 2718; hit rate 0.15% among 320,000; in the data active = inhibition above about 26%, passing the limit was not always enough
# Target sequence (O15379 whole entry, looked up): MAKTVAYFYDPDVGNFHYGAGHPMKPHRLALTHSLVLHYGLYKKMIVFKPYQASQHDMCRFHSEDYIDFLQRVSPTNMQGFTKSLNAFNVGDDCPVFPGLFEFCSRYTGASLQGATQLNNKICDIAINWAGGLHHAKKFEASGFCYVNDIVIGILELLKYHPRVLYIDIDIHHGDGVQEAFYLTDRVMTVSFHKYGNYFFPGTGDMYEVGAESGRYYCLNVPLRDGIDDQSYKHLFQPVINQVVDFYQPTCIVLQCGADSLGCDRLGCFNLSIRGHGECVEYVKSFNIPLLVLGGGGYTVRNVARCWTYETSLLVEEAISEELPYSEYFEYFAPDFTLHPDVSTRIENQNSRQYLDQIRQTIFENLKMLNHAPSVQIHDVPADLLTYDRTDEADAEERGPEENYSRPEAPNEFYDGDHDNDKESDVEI
# Platelet DG rel – modulates dense granule release in human platelets; human platelet-rich plasma, SFLLRN dense granule ATP release, luminescence; inhibition, %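 (compounds screened at 7.5 µM in platelet-rich plasma)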; hit rate 0.22% among 300,000; AID 1663;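 active = mean replicate score, as percent of positive control, at or above 50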
# PolyA inhibitor – yeast polyadenylation inhibition | calls only at 12 µM | hit rate 0.02% among 300,000 | S. cerevisiae SKY197-pL101 polyadenylation reporter, beta-gal luminescence; efflux-impaired pdr1/pdr3 knockout yeast; score 100 = 6 SD above DMSO;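 active = lowest replicate activity score at least 50, where 100 means six control SD above control mean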;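 note: yeast exposed to compound for 9 h at 30 °C; higher score means more reporter readthrough which indicates perturbed polyadenylation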
# HSP90 inh – blocks HSP90-mediated luciferase refolding in reticulocyte lysate | AID 1789 | inhibition, % at 5.6 µM | hit rate 0.91% among 290,000 | Rabbit reticulocyte lysate, luciferase refolding luminescence, 3 h;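 active = inhibition above the screen-wide mean plus 3 SD, computed separately per campaign, cut at about 16% in these data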;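 note: 0% = DMSO wells and 100% = 60 µM geldanamycin wells; inhibitors lower the luminescence because luciferase stays unfolded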
# GSK3 alpha inh – inhibitors of human GSK-3 alpha kinase. ADP-Glo luminescence, 60 min. inhibition, % at 10 µM. hit rate 0.1% among 320,000. AID 2650;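 in the data active = inhibition above about 50%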;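 note: GST-tagged GSK-3 alpha with peptide substrate and 25 µM ATP; 0% = DMSO neutral wells and 100% = GW8510 positive control wells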
# DYRK1A inh – inhibitors of rat Dyrk1A kinase; AID 504441; inhibition, % at 12.5 µM; hit rate 0.43% among 310,000; Q63470; ADP-Glo luminescence, NFATc1 peptide; in the data active = inhibition above about 50%;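 note: plate controls were vehicle with enzyme for no effect and no enzyme for full effect; many of its hits are not listed in these tables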
# GSK3B inh – human GSK3beta kinase inhibition | activity score (negative = inhibition), % at 10 µM | AID 2097 | hit rate 0.038% among 300,000 | GST-GSK3beta kinase, ADP-Glo luminescence, 60 min; active compounds read low | P49841;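 active = more than half of replicate wells score below -50%, meaning over 50% inhibition versus plate controls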;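 note: 0% = median DMSO wells and -100% = median GW8510 positive control wells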
# Target sequence (P49841 whole entry, looked up): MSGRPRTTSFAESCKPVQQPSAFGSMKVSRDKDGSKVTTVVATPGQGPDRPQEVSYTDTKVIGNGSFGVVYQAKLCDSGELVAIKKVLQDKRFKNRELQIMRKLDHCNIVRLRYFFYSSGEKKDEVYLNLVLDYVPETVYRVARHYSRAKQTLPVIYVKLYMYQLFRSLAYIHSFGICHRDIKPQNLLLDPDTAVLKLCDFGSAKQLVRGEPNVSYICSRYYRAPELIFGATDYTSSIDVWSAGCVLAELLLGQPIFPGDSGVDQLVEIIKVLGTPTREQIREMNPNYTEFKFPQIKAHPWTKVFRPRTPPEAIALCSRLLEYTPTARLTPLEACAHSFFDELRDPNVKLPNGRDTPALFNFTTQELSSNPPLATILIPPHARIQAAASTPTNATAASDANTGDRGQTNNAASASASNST
#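 Test system: GST-fused GSK3beta enzyme, cell-free | Quantity: 1.6 ng GST-GSK3beta enzyme per well | Reagent: 25 µM ATP with peptide substrate | Schedule: 60 min enzyme reaction, room temperature | Signal: Luminescent ADP-Glo measurement of ADP formed | Read-out basis: Score relative to plate controls | Control set: DMSO and 20 µM GW8510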
# Active calls of the source: *; i = inactive; x = not tested or not shown.
SMILES,HSF1 activator,HSF1 inhib,AI-2 QS mod,HDAC3 inhib,Platelet DG rel,PolyA inhibitor,HSP90 inh,GSK3 alpha inh,DYRK1A inh,GSK3B inh
CC(=O)Cn1ncc(Br)c(Br)c1=O,-94,-94*,2,x,-2,i,1,x,3,0
CN(CC(=O)NCCC1=CCCCC1)S(=O)(=O)c1ccc2c(c1)CCC(=O)N2,-11,-15,13,-7,-8,i,-2,-1,7,-3
CCC(C)(C)NC(=O)C(c1ccc(F)cc1)N(Cc1cccs1)C(=O)c1cnccn1 (stereo not drawn),3,8,15,3,-4,i,-1,0,0,0
COc1ccc(/C=N/NC(=O)c2ccc(COCC(F)(F)C(F)F)cc2)cc1,x,x,12,-8,-3,i,-3,-2,8,1
O=C(O)c1c[nH]c2ccc(S(=O)(=O)N3CCN(c4ccc(F)cc4)CC3)cc2c1=O,0,-4,30,-6,-2,i,2,0,-5,2
CCOc1ccc(C(=O)OCC(=O)NCc2ccco2)cc1OCC,-2,6,14,1,0,i,31*,0,-1,1
CCCCNC(=O)c1onc(CSc2ccc(F)c(F)c2)c1C(=O)O,-5,-3,6,1,-1,x,-5,-6,-2,3
Cc1c(NC(=O)CSc2ccc(Cl)cc2)cccc1-c1nc2ncccc2o1,-14,-2,13,2,-13,i,0,-2,-2,0
COCc1cc(CN2CCCC(C(=O)Nc3cccc(-n4cnnn4)c3)C2)ccc1OC (stereo not drawn),-4,-2,-4,2,-15,i,-1,3,-2,-5
CSC1=NCCN1S(=O)(=O)c1ccc2ccccc2c1,17,1,13,-2,-18,i,-1,2,8,0
COc1ccc(O[C@H]2C=C[C@@H](c3ccccc3)O[C@@H]2COC(=O)CC/C(C)=N/OC[C@@H](O)[C@H]2O[C@@H]3OC(C)(C)O[C@@H]3[C@H]2O)cc1,19,1,20,16,13,i,1,-1,x,3
COC(=O)c1cc2n(n1)CCN(Cc1cccc(OC)c1)C2=O,-24,-13,9,4,2,i,-2,0,2,-1
CCCNC(=O)c1ccccc1NC(=O)c1ccc(CSc2ccccc2)cc1,13,6,-2,13,2,i,4,-2,-13,1
CN(CC(=O)Nc1ccccc1Cl)C(=O)COC(=O)c1ccc(Cl)nc1,-3,-2,27,-2,-7,i,x,0,13,5
COc1ccc(N/C(N)=N/c2nc(CSc3ccc(C)cc3)cc(=O)[nH]2)cc1,1,7,11,1,3,i,5,1,3,2
CC1CCCC(C)N1C(=O)COC(=O)c1ccc(O)cc1 (stereo not drawn),-10,-3,10,-2,2,i,7,-3,3,2
O=S(=O)(c1ccc(Oc2ccc(Br)cc2)cc1)N1CCOCC1,4,1,8,5,0,i,0,0,-3,-2
CC(C)(C)NC(=O)CCN1CCOCC1,-6,-5,31,-4,0,i,-5,x,-7,-2
CC(C)(C)c1ccc(C(=O)NCc2nnc(SCC(=O)NC3CCCC3)o2)cc1,-1,-1,17,6,-4,i,-4,1,-2,1
O=C(NCc1ccc2c(c1)OCO2)c1cc(-c2ccc(Cl)cc2Cl)on1,9,-1,4,3,0,i,-2,-6,0,0

# Pulled one by one from the list above, five records:
SMILES,HSF1 activator,HSF1 inhib,AI-2 QS mod,HDAC3 inhib,Platelet DG rel,PolyA inhibitor,HSP90 inh,GSK3 alpha inh,DYRK1A inh,GSK3B inh
COc1ccc(N/C(N)=N/c2nc(CSc3ccc(C)cc3)cc(=O)[nH]2)cc1,1,7,11,1,3,i,5,1,3,2
CC(C)(C)NC(=O)CCN1CCOCC1,-6,-5,31,-4,0,i,-5,x,-7,-2
CC1CCCC(C)N1C(=O)COC(=O)c1ccc(O)cc1 (stereo not drawn),-10,-3,10,-2,2,i,7,-3,3,2
CN(CC(=O)Nc1ccccc1Cl)C(=O)COC(=O)c1ccc(Cl)nc1,-3,-2,27,-2,-7,i,x,0,13,5
COC(=O)c1cc2n(n1)CCN(Cc1cccc(OC)c1)C2=O,-24,-13,9,4,2,i,-2,0,2,-1

# Entries of single compounds from above:
# O=S(=O)(c1ccc(Oc2ccc(Br)cc2)cc1)N1CCOCC1 is listed as HSF1 activator = 4; HSF1 inhib = 1; AI-2 QS mod = 8; HDAC3 inhib = 5; Platelet DG rel = 0; PolyA inhibitor = i; HSP90 inh = 0; GSK3 alpha inh = 0; DYRK1A inh = -3; GSK3B inh = -2
# CN(CC(=O)Nc1ccccc1Cl)C(=O)COC(=O)c1ccc(Cl)nc1 is listed as HSF1 activator = -3; HSF1 inhib = -2; AI-2 QS mod = 27; HDAC3 inhib = -2; Platelet DG rel = -7; PolyA inhibitor = i; HSP90 inh = x; GSK3 alpha inh = 0; DYRK1A inh = 13; GSK3B inh = 5

# Next records.
SMILES,HSF1 activator,HSF1 inhib,AI-2 QS mod,HDAC3 inhib,Platelet DG rel,PolyA inhibitor,HSP90 inh,GSK3 alpha inh,DYRK1A inh,GSK3B inh
C[C@H]1CN=C(Nc2ccccc2)N1CC1CCCCCC1,-5,6,7,0,-2,i,-2,-3,0,-3
CCN(CC(=O)Nc1ccc(NC(C)=O)cc1)C(=O)Cc1coc2cc(C)c(C)cc12,6,4,17,-5,x,i,x,-6,-8,7
COc1ccc(CNC(=O)CN2C(=O)CC(c3ccccc3)=Nc3ccccc32)cc1,-22,-6,18,-1,-4,i,2,0,x,-4
CCOc1ccc(NC(C)=O)cc1,-10,1,14,-1,-2,i,-6,9,3,1
CCN(c1ccccc1)S(=O)(=O)c1ccc(C(=O)NCCCn2ccnc2)cc1,17,2,4,-1,-1,i,-3,0,-2,1
CCOC(=O)c1ccc(-n2c(N)c(C(=O)NCc3ccco3)sc2=S)cc1,-5,-13,12,7,-6,i,-2,-2,4,0
COCCn1c(=S)[nH]c2cc(C(=O)NCCc3ccccc3)ccc2c1=O,-5,-3,18,0,-21,i,1,-1,-3,4
CCCCC(=O)NCCc1ccc(OC)cc1,0,-2,1,-6,-1,i,-2,1,-1,-1
COn1c(=O)c(-c2ccccc2)[n+]([O-])c2ccccc21,-6,-7,5,x,2,i,3,-1,-2,-5
CCCCn1c(N)c(N(CCOC)C(=O)CSc2nnc(-c3ccc(C(C)(C)C)cc3)n2N)c(=O)[nH]c1=O,6,-3,11,0,-2,i,x,7,1,-2
Cc1c(C(=O)c2ccc(F)cc2F)c2ccccn2c1CCC#N,3,-6,-7,9,4,i,10,2,3,2
Cc1nnc2sc(SCc3cccc(Cl)c3)nn2c1=O,36,17,7,4,-2,i,-5,-5,x,-1
Nc1cc(OC(=O)c2cccs2)nn1S(=O)(=O)c1ccccc1,-5,4,18,96*,-3,i,0,3,-6,2
O=C(COC(=O)CCC(=O)c1ccc(Cl)cc1)NCc1ccco1,48,19,11,x,-1,i,1,-3,8,0
COc1ccc(S(=O)(=O)N2CCOC2CNC(=O)C(=O)NCc2ccc(F)cc2)cc1OC (stereo not drawn),-7,-3,11,-8,-1,i,-5,-1,-4,1
CN(Cc1ccon1)Cc1cn(Cc2ccccc2)nc1-c1ccc2c(c1)OCO2,29,23,-4,-4,7,i,-1,2,0,3
COCc1cc(C)nc(SCC(=O)Nc2ccc3c(c2)OCO3)c1C#N,8,-8,18,-3,7,i,5,1,18,2
Cc1ccc(N(Cc2ccccc2F)S(C)(=O)=O)c(C)c1,5,3,17,3,-2,i,0,0,4,-8
CCCOc1ccc(/C=N/Nc2cc(N3CCOCC3)ncn2)c(O)c1,-3,-7,18,-2,-5,i,9,7,-4,-4
O=C(Cc1ncc(C(F)(F)F)cc1Cl)NCc1ccco1,6,1,8,-3,11,i,1,-3,0,-1
O=C(Nc1nnc(COc2ccc(Br)cc2)s1)c1ccco1,17,-5,9,2,7,i,-2,-1,-6,2
CCOC(=O)CNc1nc(Cl)nc(Nc2ccccc2)n1,5,4,3,-4,-1,i,0,-2,3,-1
COCc1cc(C)nc(N2CCc3ccccc32)c1C#N,-2,1,7,1,-2,i,2,1,-5,-8
CC(=O)N/N=C(\C)c1cccc(NC(=O)c2cccs2)c1,2,-2,1,-3,13,i,2,0,11,-28
C=C(C)C1CC=C(C)/C(=N/NC(=O)CNc2ccc(C)cc2C)C1 (stereo not drawn),-1,-5,33,-1,-2,i,-7,-4,2,-14
CCCCCCC(C)n1[nH]c(=O)c2c(C)cc(C)nc21 (stereo not drawn),23,18,-3,-4,14,i,-1,-4,-6,1
CN1CCN(C(=O)CN(C)S(=O)(=O)c2ccc3ccccc3c2)CC1,2,-3,-9,3,-2,i,3,-1,3,-2
COc1cccc(S(=O)(=O)Nc2ccc3sc(C)nc3c2)c1,0,-4,39,13,-6,i,12,-1,-10,4
O=C(Nc1ccncc1)Nc1cccc(Cl)c1,5,6,10,0,5,i,0,3,25,-6
N#Cc1c(-c2ccc([N+](=O)[O-])cc2)nc2n(c1=O)CCS2,-12,0,26,3,7,i,-1,-1,-4,2
O=C(CN1CCOCC1)Nc1ccc(Oc2ccccc2)cc1,13,5,14,-2,5,i,3,-2,-2,-1
CC(C)S(=O)(=O)c1cnc(-c2ccccn2)nc1N,-3,-2,11,-7,1,i,-5,-1,-3,1
Cn1c(CN2CCOCC2)nc2cc(NC(=O)COc3ccccc3)ccc21,x,x,7,-5,x,x,-1,-3,1,0
O=C(CCN1CCN(CCO)CC1)Nc1ccc(OCc2ccccc2)cc1,-17,0,14,-9,-4,i,6,-6,-2,-1
COc1ccc(NC(=O)CSc2nc(C)cc(C(F)(F)F)n2)cc1,1,-4,1,2,4,i,-2,-3,3,3
COc1ccc(NS(=O)(=O)c2cc(NC(=O)c3ccccc3F)ccc2N2CCCC2)cc1,-5,-3,28,x,-1,i,9,0,4,1
Cc1ccc(-c2csc(=Nc3cccnc3)n2CCCN2CCCC2=O)cc1C,26,6,6,1,8,i,1,1,-1,2
O=S(=O)(c1ccc(OCC(O)CN2CCN(c3ccccc3O)CC2)cc1)N1CCOCC1 (stereo not drawn),4,1,7,3,24,i,0,-1,0,4
Cc1cccc(NC(=O)c2ccccc2[N+](=O)[O-])n1,-34,-21,37,0,4,i,2,0,3,1
COc1ccc(CN2CCCCC2c2cccnc2)c(OC)c1C (stereo not drawn),-3,-3,25,3,-3,i,5,1,-1,1
O=C(c1ccc(F)cc1)n1ccc(-c2cnc(-c3ccccc3)s2)n1,41,25,6,-29,10,i,2,-5,x,-1
CCCN1CNC(=S)N(c2ccc(C)cc2C)C1,x,x,25,2,x,i,3,0,x,0
COC(=O)c1cn(CCC#N)nc1-c1ccc2ccccc2c1,11,-2,10,7,5,i,3,1,3,-3
O=C(CSc1ccccc1F)NC(=O)NCc1ccco1,9,5,28,x,-6,i,-2,-2,0,0
CCn1ncc(Br)c1C(=O)Nc1ccccc1C(F)(F)F,19,-4,6,5,-2,i,1,-5,0,-4
Cc1cc(C(=O)NC(CC(C)C)C(=O)O)cc(C)c1[N+](=O)[O-] (stereo not drawn),4,-4,3,0,4,i,-5,0,-8,2
COc1cccc(CNC(=S)Nc2cc(OC)ccc2OC)c1,15,-1,10,1,-1,i,-2,-3,0,0
Cc1ccc(CCN2CC(C(=O)NCc3ccc4c(c3)OCO4)CC2=O)cc1 (stereo not drawn),-20,-2,-42,-5,15,i,-2,2,-2,2

# Some of the compounds tested, so the mix of outcomes need not match the whole.
